# HUVEC inhibit = inhibitors of human endothelial cell proliferation; viability, % at 10 µM (by protocol); 86,000 tested, 1.1% active; HUVEC proliferation, CellTiter-Glo luminescence, 72 h; stronger effect = lower value;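 active = viability at or below 30%; inactive = viability above 30%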;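 note: 100% = median luminescence of DMSO-only cell control wells on each plate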
# PostGolgi ctrl = inhibits growth of the yeast control strain; efflux-deficient yeast background strain, growth absorbance A615, 16 h; inhibition, % at 10 µM; 98,000 tested, 5% active; AID 738
# H69AR inhibit = growth inhibitors of human H69AR lung tumor cells; viability, % at 10 µM; H69AR lung tumor viability, ATP luminescence, 72 h; stronger effect = lower value; 85,000 tested, 6% active; AID 598;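 active = viability at or below 40%; inactive = viability above 40%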;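 note: multidrug resistant small cell line overexpressing MRP-1 efflux transporter; 100% = mean luminescence of untreated control wells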
# DAT uptake mod = changed human dopamine transporter uptake under cocaine IC80; Q01959; LLC-PK1 hDAT cells, [14C]-dopamine uptake with cocaine IC80; actives deviate in either direction; AID 449768; 110,000 tested, 1.3% active; B-score at 10 µM;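 active = Z score or B-score, a plate-position-corrected score, falls beyond the plate's 99.7% confidence bounds, in either direction; inactive = both scores lie inside the 99.7% bounds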;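 note: scored against the spread of the other compound wells on the same plate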
# Target sequence (Q01959 whole entry, looked up): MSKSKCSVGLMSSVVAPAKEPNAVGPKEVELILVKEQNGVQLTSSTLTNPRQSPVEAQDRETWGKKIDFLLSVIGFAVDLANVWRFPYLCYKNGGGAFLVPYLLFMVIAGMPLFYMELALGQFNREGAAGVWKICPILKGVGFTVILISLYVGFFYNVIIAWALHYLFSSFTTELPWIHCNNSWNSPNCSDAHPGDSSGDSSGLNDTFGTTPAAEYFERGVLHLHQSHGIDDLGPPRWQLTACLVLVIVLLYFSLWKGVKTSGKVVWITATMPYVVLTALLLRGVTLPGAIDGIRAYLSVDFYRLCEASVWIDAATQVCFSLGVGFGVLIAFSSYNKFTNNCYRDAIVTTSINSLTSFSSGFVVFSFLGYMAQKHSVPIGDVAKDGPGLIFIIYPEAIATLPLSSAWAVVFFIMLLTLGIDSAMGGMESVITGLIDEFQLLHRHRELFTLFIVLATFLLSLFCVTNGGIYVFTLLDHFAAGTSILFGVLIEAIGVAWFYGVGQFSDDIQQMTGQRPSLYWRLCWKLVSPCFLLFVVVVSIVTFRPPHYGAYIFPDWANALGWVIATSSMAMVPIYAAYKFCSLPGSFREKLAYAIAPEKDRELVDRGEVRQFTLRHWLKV
# S1P2 ag = activates the human S1P2 receptor | O95136 | 97,000 tested, 0.46% active | S1P2-expressing cell line, agonist reporter read-out | activation, % at 4.5 µM; in the data active = activation above about 16%;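 note: 0% = vehicle low control and 100% = maximal reference agonist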
# Target sequence (O95136 whole entry, looked up): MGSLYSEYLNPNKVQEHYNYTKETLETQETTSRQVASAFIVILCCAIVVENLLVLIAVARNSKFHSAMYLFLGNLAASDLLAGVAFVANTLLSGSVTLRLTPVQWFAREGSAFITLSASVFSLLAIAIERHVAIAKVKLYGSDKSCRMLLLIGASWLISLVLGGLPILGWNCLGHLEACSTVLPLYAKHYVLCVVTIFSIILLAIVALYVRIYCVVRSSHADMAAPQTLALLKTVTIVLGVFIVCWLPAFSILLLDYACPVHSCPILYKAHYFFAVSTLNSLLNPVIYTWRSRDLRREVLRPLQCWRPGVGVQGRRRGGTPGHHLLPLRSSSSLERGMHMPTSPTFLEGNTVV
# E coli WT exp = blocks growth of wild type E. coli BW25113. OD600 absorbance. growth inhibition, % at 100 µM. 98,000 tested, 0.15% active;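 active = growth inhibition above about 50% at one test dose, limit read from the data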;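 note: growth measured after 20 h incubation at 37 °C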
# PostGolgi yeast = growth inhibition of a yeast mutant, post-Golgi transport screen; post-Golgi transport phenotypic cell assay; inhibition, % at 10 µM; 98,000 tested, 0.9% active; AID 739;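 note: yeast cells grown in 1536-well plates; yeast grown about 18 h at 30C before absorbance read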
# S1P2 blocker = blocks the human S1P2 receptor; AID 736; cell-based S1P2 antagonist assay, inhibition at 5 uM; 97,000 tested, 0.21% active; inhibition, % at 5 µM; O95136; in the data active = inhibition above about 45%;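 note: CRE beta-lactamase reporter cells expressing human S1P2 stimulated with S1P; 0% = agonist at EC80 alone and 100% = agonist plus reference antagonist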
# Fibroblast inh = blocks proliferation of human lung fibroblasts | LL 47 human lung fibroblast viability, ATP luminescence; stronger effect = lower value | viability, % at 10 µM | 85,000 tested, 1.1% active | AID 719;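 active = viability at or below 50% in the single dose screen; inactive = viability above 50%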;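 note: compound exposure lasted 72 h before the ATP readout; 100% = median luminescence of untreated cell-only wells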
#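 Benchmarks: Cell-only wells, no compound | Test system: LL 47 human lung fibroblasts, passage 12 or lower | Input: 1,150 cells/well | Measured by: CellTiter-Glo luminescence measuring cellular ATP | Medium: IMEM, 15% FBS supplement | Schedule: Overnight attachment after seeding, then 72 h compound exposure at 37 °C | Doses: Compound addition at 0.1% DMSO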
# Active calls of the source: *; nt = no result given. Cut-off read from the data, not from the text of the source, unless noted: active = inhibition above about 30%; inactive = the rest. Compounds were not picked by outcome. About 11% of those tested had a hit in this group.
SMILES,HUVEC inhibit,PostGolgi ctrl,H69AR inhibit,DAT uptake mod,S1P2 ag,E coli WT exp,PostGolgi yeast,S1P2 blocker,Fibroblast inh
COc1ccc(C2CCCN2C(=O)c2cccs2)cc1 (configuration not stated),99,4,94,-0.64,-8,-5,-5,28,101
O=C(Oc1cccc2cccnc12)c1cccc(-n2cnnn2)c1,101,nt,101,0.89,-8,nt,nt,-1,101
CCN(CC(F)(F)C(F)F)S(=O)(=O)c1ccc(NC(=O)OC)cc1,101,7,100,-0.26,0,5,1,-10,97
O=S(=O)(c1cccc(-c2nc3ccccc3s2)c1)N1CCCC1,79,34*,62,-0.26,-3,-1,10,-14,85
Brc1ccc(CSc2nnc(Cc3c[nH]c4ccccc34)o2)cc1,89,25,94,nt,-6,-6,-1,-3,89
Cc1ccc(-c2noc(CCC(=O)N(C)c3ccccc3C)n2)cc1,88,20,88,1.2,-5,1,0,11,100
COc1cccc2c1OC[C@@H](CO)[C@H]2N(C)C(=O)Nc1ccc(Cl)cc1,nt,5,nt,0.052,-5,8,6,12,nt
O=C(Nc1ccccc1Cl)c1ccccc1Oc1ccc(C(F)(F)F)cc1[N+](=O)[O-],nt,54*,nt,0.42,-4,-18,-1,-5,nt
COc1cc2c(cc1OC)C(/C(C#N)=N\O)=NC(C)(C)C2,105,3,100,0.77,14,8,-3,-55,106
CCCn1nnnc1SCC(=O)N1CCCc2ccccc21,99,2,94,-0.12,-5,1,-3,3,89
Cc1ccc(C)c(NC(=O)c2nc(-c3ccccc3)n(-c3ccccc3)n2)c1,nt,23,nt,0.11,1,0,-1,-21,nt
Cc1ccc(NC(=O)CS(=O)CC(=O)Nc2cccc(C)c2C)cc1F (configuration not stated),80,6,98,-0.94,-8,0,-4,20,97
CNC(=O)Nc1cccc(NC(=O)NC)n1,81,0,85,0.17,nt,4,3,nt,100
c1cc2nnnn2nc1N1CCCCC1,100,3,88,-1.1,-5,5,2,1,99
CCn1c(CSc2nc3ccccc3s2)n[nH]c1=S,96,15,73,0.59,-4,-3,-7,-4,97
O=C1C2CCCN2c2ccc(S(=O)(=O)N3CCOCC3)cc2N1Cc1ccccc1F (configuration not stated),nt,-4,nt,-0.49,-5,1,-4,5,nt
COC(=O)C1CCN(C(=O)C(C)Oc2ccc(Cl)cc2Cl)CC1 (configuration not stated),99,16,97,0.42,2,7,-5,11,98
Cc1ccnc(SCC(=O)N2CCN(c3cccc(Cl)c3)CC2)n1,97,-1,91,0.34,-1,4,-7,9,98
CCC(Sc1nnc(C)s1)C(=O)Nc1nccs1 (configuration not stated),99,-6,94,0.55,nt,-9,9,nt,104
COc1ccc(Nc2oc(COc3ccc(OC)cc3)nc2C#N)cc1,85,nt,73,1.1,-7,nt,nt,2,101
Cc1cc(-c2c(C)n([O-])c(C)c(C)[n+]2=O)ccc1F,111,3,99,-0.25,-1,5,2,3,108
O=C(Nc1nc(-c2ccccn2)cs1)C1CC1,84,5,80,-0.09,-1,19,11,15,89
COc1ccc(C(=O)C2CCN(C(=O)c3ccc(C)cc3)CC2)cc1,101,1,73,0.39,0,2,-3,-4,100
Cc1cc(=O)oc(C)c1C(=O)OCC(=O)c1ccccc1,100,0,94,-0.22,-4,10,0,-5,108
CC1(C)CC(=O)C=C(NC2CCCCCCC2)C1,94,nt,93,-0.3,0,nt,nt,9,94
CN1CCN(Cc2nc(N)nc(Nc3ccc4c(c3)OCCO4)n2)CC1,88,8,93,-0.36,-4,2,-8,13,93
C=CCn1c(=O)/c(=C2/SC(C)=C(C)N2CC)s/c1=C1/C(=O)N(C)C(=S)N1c1ccccc1,89,nt,65,nt,-5,nt,nt,-19,98
O=c1oc2ccccc2c(Nc2ccccc2)c1[N+](=O)[O-],90,nt,96,-0.072,-7,nt,nt,-10,104
CC(C)(C)C(=O)Cn1c(=N)n(Cc2ccccc2)c2ccccc21,113,48*,38*,1.1,nt,1,1,nt,91
CSc1nc(C)c(CCOC(=O)c2cccc(C)c2)c(=O)[nH]1,nt,-5,nt,-1.1,-4,-4,6,-9,nt
CCOC(=O)CC1=CC(C)(CC(=O)OCC)C(C#N)(C#N)C(N)=C1C#N (configuration not stated),90,5,89,-0.82,-7,4,-6,2,89
Cc1nn(-c2ccc(F)cc2)c(Cl)c1/C=C(\CC(=O)O)c1nc2ccccc2s1,93,-2,101,1.5,-7,-3,0,8,106
NC(=O)[C@H]1CC2(CC(c3cccc(NC(=O)c4ccccc4)c3)=NO2)CN1C(=O)[C@H]1CCC(=O)N1 (some centres not stated),nt,4,nt,0.064,-7,3,4,-7,nt
CC[n+]1cc(-c2ccccc2)nc(N2CCOCC2)n1,27*,-3,91,-1.6,-2,-13,-6,6,99
CCOC(=O)C1=C(Cn2ccc(C(F)(F)F)n2)NC(=O)NC1c1ccc2c(c1)OCO2 (configuration not stated),98,0,72,0.21,-3,9,-5,-8,92
N#Cc1c(-c2ccc(Cl)cc2Cl)nc2n(c1=O)CCS2,88,32*,88,-0.82,-1,6,-5,-23,87
CCOc1ccccc1OCCOc1cccc(C(F)(F)F)c1,nt,-2,nt,-1,-8,-3,1,-7,nt
COc1cc(C2C(C#N)=C(N)N(c3cccnc3)C3=C2C(=O)CC(C)(C)C3)ccc1O (configuration not stated),89,-11,94,0.57,-8,5,17,9,88
COc1cc(CN2CCC(C(=O)N3CCCC(C)C3)CC2)cc(Br)c1O (configuration not stated),91,7,82,0.32,-11,2,5,4,93
COc1ccc(C(=O)NCc2cn3ccccc3n2)cc1,96,4,88,0.83,-1,23,0,8,105
CCc1nn(CC(=O)N2CCN(Cc3ccc4c(c3)OCO4)CC2)c(=O)c2cc3occc3n12,88,-4,77,-0.35,-7,3,3,-13,103
Cc1[nH]n(-c2ccccc2)c(=O)c1/C=N/c1ccccn1,83,-3,90,0.26,0,3,1,10,90
CCOC(=O)c1[nH]c(C)c(C(=O)N(CC)CC)c1C,97,-2,95,0.067,-3,6,-4,17,91
CSc1nc(SCC(=O)NC(c2ccccc2)c2ccccc2)c2c3c(sc2n1)CN(C)CC3,31,13,12*,-0.068,-4,-17,7,-21,48*
COc1ccccc1C(=O)NCCn1cc(SCC(=O)Nc2cc(C)on2)c2ccccc21,80,nt,nt,0.37,-6,nt,nt,-20,94
CCc1nnc(SCc2ccc(CSc3nnc(CC)n3N)cc2)n1N,83,3,92,-0.049,-6,-3,-5,-9,94
O=C(COC(=O)c1cc(S(=O)(=O)NCc2ccccc2)ccc1O)NCc1ccccc1,nt,7,nt,-0.067,-5,1,3,5,nt
CC1CCCN(Cc2cnc(Cl)s2)C1 (configuration not stated),nt,41*,nt,1.1,-3,-5,-7,14,nt
O=C(c1ccccc1)C(Sc1ncn[nH]1)c1ccccc1 (configuration not stated),nt,5,nt,-2.1,-2,-6,4,17,nt
COc1ccc(OCC(=O)Nc2cccc(-c3nc4ccccc4[nH]3)c2)cc1,nt,17,nt,0.95,-7,3,-5,-21,nt
# More results follow:
SMILES,HUVEC inhibit,PostGolgi ctrl,H69AR inhibit,DAT uptake mod,S1P2 ag,E coli WT exp,PostGolgi yeast,S1P2 blocker,Fibroblast inh
O=C(Cn1cnc2c(nnn2Cc2ccccc2)c1=O)N1CCN(c2ccccc2)CC1,108,9,102,-0.032,nt,0,6,nt,104
COc1ccc(C(C)(C)C)cc1NC(=O)COC(=O)c1cnc(C)cn1,94,-1,96,-0.48,-6,4,19,15,96
CCN(CC)CCNC(=O)C(C)c1nn(C)c(=O)c2ccccc12 (configuration not stated),109,20,90,-0.12,-5,4,-6,9,107
N=c1c(C(=O)NCc2ccco2)cc2c(=O)n3ccccc3nc2n1CCc1ccccc1,80,nt,47,4.1*,-5,nt,nt,13,nt
CCn1c(=O)n(CC)c2cc(S(=O)(=O)N3CCC(c4ccccc4)CC3)ccc21,109,22,89,-0.47,-5,0,-1,1,95
CCOC(=O)N1CCN(Cc2cn3ccccc3n2)CC1,94,7,102,-0.29,-1,6,-23,2,94
COc1ccc(S(=O)(=O)NC2CC3CCC2C3)cc1Cl (configuration not stated),96,95*,101,-0.46,-4,3,81*,7,101
O=C(O)Cn1nnc(-c2cccs2)n1,105,4,100,nt,-3,-1,10,0,102
CCOC(=O)N1CCN(Cc2nc(-c3ccc(Cl)cc3)no2)CC1,109,14,84,1.5,-5,7,-2,4,104
COc1ccc(C(C(=O)NC2CCCCC2)N(C(=O)c2cccs2)c2ccc3c(c2)OCO3)cc1 (configuration not stated),nt,0,nt,-0.5,-7,-7,-7,-13,nt
O=c1c2ccccc2[nH]c(=S)n1CCCN1CCN(C2CCCCC2)CC1,85,9,90,0.56,-3,7,-1,2,90
Cc1ccc(-c2c(C)n([O-])c3c([n+]2=O)CCCC3)o1,101,7,98,0.62,-8,-5,7,6,103
CS(=O)(=O)N(CC(=O)NC1CC1)c1cccc(F)c1,102,-7,98,-0.49,-6,-3,7,9,103
COc1ccc(C(=O)NNC(=S)NC(=O)c2ccco2)cc1,nt,13,nt,1.1,-5,80*,12,10,nt
CSCCC1NC2(C(=O)Nc3c(Cl)cccc32)[C@@H]2C(=O)N(C3CCCC3)C(=O)[C@H]12 (some centres not stated),90,8,87,0.19,-8,-7,-6,8,91
O=C(Nc1ccccc1N1CCN(c2ccccc2)CC1)C12CC3CC(CC(C3)C1)C2,101,nt,76,-0.4,-2,nt,nt,1,96
O=S(=O)(c1ccc(OCC(O)CN2CCN(c3ccccc3)CC2)cc1)N1CCOCC1 (configuration not stated),84,-7,102,0.95,-1,-4,-6,-8,101
CCCc1n[nH]c(=O)[nH]1,95,11,91,-0.097,1,-2,-1,-11,100
Cc1cc(NC(=O)c2cc(C(C)C)on2)nn1Cc1ccc(Cl)cc1,92,21,93,-0.94,-2,-13,-11,-16,103
CCOC(=O)c1ccc(NC(=O)Cn2nnc(-c3ccccc3)n2)cc1,106,2,91,0.081,-7,-2,1,-14,116

# Compound profiles, from the list above. Screens in order: HUVEC inhibit	PostGolgi ctrl	H69AR inhibit	DAT uptake mod	S1P2 ag	E coli WT exp	PostGolgi yeast	S1P2 blocker	Fibroblast inh
# COc1ccc(C(=O)NNC(=S)NC(=O)c2ccco2)cc1 across the screens: nt	13	nt	1.1	-5	80*	12	10	nt
# O=c1c2ccccc2[nH]c(=S)n1CCCN1CCN(C2CCCCC2)CC1 across the screens: 85	9	90	0.56	-3	7	-1	2	90
# O=C(Nc1ccccc1N1CCN(c2ccccc2)CC1)C12CC3CC(CC(C3)C1)C2 across the screens: 101	nt	76	-0.4	-2	nt	nt	1	96

# Later entries.
SMILES,HUVEC inhibit,PostGolgi ctrl,H69AR inhibit,DAT uptake mod,S1P2 ag,E coli WT exp,PostGolgi yeast,S1P2 blocker,Fibroblast inh
O=C(Nc1ccccc1)NC1(C(=O)NCc2cccs2)CCCCC1,nt,23,nt,-0.54,-4,-6,14,13,nt
CCOC(=O)N1CCC(NC(=O)c2cc(S(=O)(=O)N3CCOCC3)ccc2F)CC1,94,5,88,-1.1,nt,-6,4,nt,99
Cn1c(SCc2nc3ccccc3n2CCO)nc2ccccc21,91,4,91,-0.27,-6,10,-11,-9,103
Cc1[nH]c(=O)[nH]c(=O)c1S(=O)(=O)N1CCCC(C(=O)N2CCC(Cc3ccccc3)CC2)C1 (configuration not stated),100,0,97,0.098,nt,7,-8,nt,92
CC(C)n1c(C(=O)OCC(=O)NCc2ccc3c(c2)OCO3)cc2occc21,85,13,87,-0.14,nt,4,-5,nt,101
Cc1ccc(-c2cc(N)n3nc(-c4ccc(C)cc4)cc3n2)cc1,nt,0,nt,nt,3,-17,-8,-18,nt
N#Cc1c(-c2ccco2)nc(SCc2ccc(F)cc2)[nH]c1=O,81,1,108,0.025,-1,-1,-8,5,106
O=C(OCc1cn(-c2ccc(Cl)cc2)nn1)c1ccccc1,nt,6,nt,nt,-11,0,0,6,nt
COc1ccc(/C=C(\NC(=O)c2ccc(OC)c(OC)c2)C(=O)NCCc2c[nH]c3ccccc23)cc1,nt,6,nt,0.5,-10,-16,20,9,nt
